Growth percent in the NCI-60 one-dose screen (48 h, 10 µM unless noted): 100 = growth as untreated, 0 = no growth, -100 = all killed.
TK-10 = TK-10 renal cancer cells | actives 3.9% (n = 81,000)
SN12C = SN12C renal cancer cells; actives 3.8% (n = 81,000)
UO-31 = UO-31 renal cancer | AID 1794768 | actives 5.2% (n = 81,000)
CAKI-1 = CAKI-1 renal cancer; actives 4.7% (n = 75,000); AID 1794772
A498 = A498 renal cancer cells | AID 1794774 | actives 5.4% (n = 76,000)
ACHN = ACHN renal cancer; actives 4.9% (n = 81,000); AID 1794771
RXF 393 = RXF 393 renal cancer cells. actives 6.9% (n = 77,000). AID 1794773
786-0 = 786-0 renal cancer cells. actives 5.1% (n = 81,000)
Active calls of the source: *; · = no result given; & = joins results of further samples. Rule for the calls: active = growth percent below 10; inactive = the rest. No enrichment for hits (roughly 10% active in at least one column).

SMILES	TK-10	SN12C	UO-31	CAKI-1	A498	ACHN	RXF 393	786-0
O=C1/C(=C/c2ccc(O)cc2O)Oc2cc(O)ccc21	106.4	99.0	86.6	96.3	98.5	98.2	112.2	96.6
c1ccc(-c2nnc(Cn3c(Cc4cccc5ccccc45)nc4ccccc43)o2)cc1	98.3	85.1	63.9	79.0	73.9	87.8	83.7	93.1
OC(COc1ccc(Cl)cc1)CN1CCCCC1 (configuration not stated)	109.8	100.0	88.5	103.8	110.7	113.3	115.6	105.4
N#Cc1nc(-c2ccccc2)oc1S(=O)(=O)n1ncnc1N	105.6	87.3	75.3	92.9	119.4	93.3	99.5	92.7
c1ccc(C[N+]2(Cc3ccccc3)CC[N+](Cc3ccccc3)(Cc3ccccc3)[C@H]3CCCC[C@@H]32)cc1	99.6	87.6	77.5	88.2	80.6	93.2	111.6	87.5
Cc1sc2nc(NCCc3c[nH]c4ccc(Cl)cc34)[nH]c(=O)c2c1C	63.9	51.7	18.6	12.0	69.4	42.9	7.6*	56.5
COCCOc1ccc(C(=O)Nc2ccc(C(N)=O)cc2)cc1	91.2	103.6	90.2	97.4	86.5	107.2	·	104.5
COc1cc(-c2nc(-c3ccccc3)c(-c3ccccc3)[nH]2)cc(OC)c1O	1.0*	2.3*	5.9*	·	82.8	15.2	-48.8*	19.3
CN(C)CCCNC(=O)OCc1ccc2c(Cl)cc(Cl)c(O)c2n1	103.3	96.2	57.3	89.7	113.5	92.2	99.3	97.7
CCCCCCCCn1ccc2cc(NC(=O)CN3CCN(c4nc(C)cc(N5CCOCC5)n4)CC3)ccc21	98.6	82.6	41.2	88.9	120.0	88.8	84.1	88.5
Cc1ccc2nc(-c3ccc(N4C(=O)/C(=C/c5ccc(F)cc5)N=C4c4ccccc4)cc3)sc2c1	89.3	70.4	35.2	56.3	81.5	81.7	76.9	93.5
CCC(=C(c1ccc(OCCN(CC)CC)cc1)c1ccc(OCCN(CC)CC)cc1)c1ccc(Cl)cc1	-79.3*	-77.0*	-81.2*	-89.4*	43.3	-90.2*	-54.3*	-95.4*
CCCCCCN(CCOC(=O)c1ccc([N+](=O)[O-])cc1)CCOC(=O)c1ccc([N+](=O)[O-])cc1	111.4	100.0	75.1	94.2	92.4	110.6	105.8	96.0
Cc1[nH]c(=S)[nH]c(=O)c1C	106.6	105.5	96.4	102.8	110.3	96.6	115.2	105.6
O=C(O)/C=C/c1ccc([N+](=O)[O-])cc1Cl	128.1	103.4	102.6	110.9	106.0	112.1	120.3	116.8
Oc1cccc(CN2CCOCC2)c1O	96.8	94.5	60.8	100.7	101.5	96.3	76.3	94.6
CCCCCCCCCCCCNC(=O)[C@H]1CSC(c2cccs2)N1 (some centres not stated)	98.5	99.5	90.8	103.2	124.2	97.0	135.3	102.2
CCCCCCC(=O)c1cccnc1	102.8	107.3	99.4	99.6	90.7	107.2	100.6	105.6
C#C[C@]1(O)CC[C@H]2[C@@H]3CC=C4c5sc(-c6ccc7c(c6)OCO7)nc5CC[C@]4(C)[C@H]3CC[C@@]21C	13.3	22.3	51.9	44.4	48.8	13.0	-49.3*	-28.9*
CNC(=O)c1ccccc1CC1(O)c2ccccc2Oc2ccccc21	58.9	80.9	57.7	44.8	0.2*	54.4	61.3	74.8
CC1CC2OC2CC1COC(=O)C1CC2OC2CC1C (configuration not stated)	103.4&104.4	94.0&101.0	68.2&92.1	84.2&96.4	111.9&107.8	102.2&82.6	108.3&104.8	108.3&107.5
CC1=CC(c2ccco2)=C(C#N)C(Cl)N1 (configuration not stated)	125.9	99.1	81.6	86.7	110.0	100.1	111.3	101.5
Cc1ccc(S(=O)(=O)OC[C@]23CCC(C)(C)C[C@H]2[C@@H]2NCC[C@@H]4[C@@]5(C)CCCNC(C)(C)[C@@H]5CC[C@@]4(C)[C@]2(C)CC3)cc1	101.1	91.3	78.6	88.8	96.3	98.2	·	93.6
COc1ccc(CNC(=O)C(=O)[C@H](Cc2ccccc2)NC(=O)c2[nH]c3ccccc3c(=O)c2C)cc1OC	92.5	92.8	92.6	98.7	69.8	102.6	105.8	100.3
CNC(=O)c1c(NC(=O)c2ccc(C(C)C)cc2)sc2c1CCC(=O)C2	28.7	-10.8*	-99.6*	-9.3*	-19.7*	-90.2*	-32.9*	13.0

The closing five compounds of the part before lead into the next.
SMILES	TK-10	SN12C	UO-31	CAKI-1	A498	ACHN	RXF 393	786-0
CC1CC2OC2CC1COC(=O)C1CC2OC2CC1C (configuration not stated)	103.4&104.4	94.0&101.0	68.2&92.1	84.2&96.4	111.9&107.8	102.2&82.6	108.3&104.8	108.3&107.5
CC1=CC(c2ccco2)=C(C#N)C(Cl)N1 (configuration not stated)	125.9	99.1	81.6	86.7	110.0	100.1	111.3	101.5
Cc1ccc(S(=O)(=O)OC[C@]23CCC(C)(C)C[C@H]2[C@@H]2NCC[C@@H]4[C@@]5(C)CCCNC(C)(C)[C@@H]5CC[C@@]4(C)[C@]2(C)CC3)cc1	101.1	91.3	78.6	88.8	96.3	98.2	·	93.6
COc1ccc(CNC(=O)C(=O)[C@H](Cc2ccccc2)NC(=O)c2[nH]c3ccccc3c(=O)c2C)cc1OC	92.5	92.8	92.6	98.7	69.8	102.6	105.8	100.3
CNC(=O)c1c(NC(=O)c2ccc(C(C)C)cc2)sc2c1CCC(=O)C2	28.7	-10.8*	-99.6*	-9.3*	-19.7*	-90.2*	-32.9*	13.0
CC1(COC(=O)/C=C/c2ccc(O)c(O)c2)C(O)C(O)CC2(C)C1CCC1(C)C2CCC2C3C(C(=O)O)CCC3(C(=O)O)CCC21C (configuration not stated)	109.5	94.8	46.7	91.0	78.0	89.5	130.8	85.8
CSC(=S)O[C@@H]1CC(C)(C)CC2C3=CCC4[C@@]5(C)CCC(O)C(C)(C)C5CC[C@@]4(C)[C@]3(C)CC[C@]21C(=O)O (some centres not stated)	109.8	93.4	96.9	87.1	84.2	85.9	102.1	99.8
CCN(CC)C(=O)c1ccc([N+](=O)[O-])cc1	97.5	104.0	88.0	92.8	·	100.1	119.2	97.6
O=C(Nc1ccc(OCc2nnc(-c3ccc(Cl)cc3)o2)c(F)c1)c1ccccc1	101.1	88.9	88.4	101.5	95.8	79.7	69.8	89.8
FC(F)(F)C(F)(F)C(F)(F)c1nc2nc(Cl)c(Cl)nc2[nH]1	91.5	95.6	79.0	97.9	78.7	97.4	109.0	99.0
Clc1ccc(C2=NN(c3ccccc3)[C@H](c3cn(-c4ccccc4)nc3-c3ccccc3)C2)cc1	114.4	103.1	94.8	99.9	109.3	102.7	106.2	102.6
ClC(Cl)c1nc(-c2ccco2)n2nc(-c3ccccc3)cc2n1	20.3	66.5	35.3	-19.1*	-7.3*	-23.9*	·	69.3
NC(=O)N/N=C1/CCN2CCCc3cccc1c32	101.0	106.6	89.8	110.8	107.5	99.7	102.2	107.7
COC(=O)c1cc(OC)c(OC)cc1NC(=O)c1ccoc1COc1ccccc1	99.4	99.3	77.5	94.0	105.7	100.8	110.6	103.1
O=C(Cn1nncc1CN1C(=O)CSC1=O)Nc1ccc(Cl)cc1	103.8	102.1	83.8	88.3	123.8	100.9	129.8	106.3
O=C1CSC(c2ccccc2Cl)N1c1nnc(Cn2cnnc2)o1 (configuration not stated)	91.1	82.0	66.4	·	75.5	73.6	·	41.9
O=C(Nc1ccccc1)OCc1ccco1	109.1	97.7	60.7	88.9	84.1	95.4	119.1	115.6
O=[N+]([O-])c1ccc(NCCNc2ccc([N+](=O)[O-])cc2)cc1	109.6	98.8	66.2	111.3	107.2	106.2	112.3	108.9
COc1ccc([N+](=O)[O-])cc1N	69.1	98.1	78.7	95.6	95.8	98.3	·	108.5
COc1cccc2c1n([O-])c1cccc(OC)c1[n+]2=O	59.8	83.3	60.6	303.7	105.9	72.3	-35.3*	84.2
COc1ccc2c(c1)O/C(=C\c1ccc(O)cc1O)C2=O	126.9	93.3	88.6	94.2	84.9	103.2	112.1	94.9
O=Cc1cccc(Cl)c1Cl	100.5	92.4	87.8	98.4	94.9	97.2	144.4	95.8
CCOC(=O)C1=C(CN(C2CCCCC2)C2CCCCC2)N(C)C(=O)NC1c1ccccc1 (configuration not stated)	83.2	87.9	73.2	70.4	·	87.1	81.4	87.9
Cc1cccc2c(=O)c3c(sc12)c(NCCN)nc1ccccc13	-73.7*	-75.8*	-77.1*	-58.4*	·	-97.6*	34.1	-37.4*
O=C(COc1ccc(NC(=O)Nc2ccc(Cl)c(Cl)c2)cc1)N=Nc1c(O)[nH]c2ccc(Br)cc12	-0.9*	-20.9*	51.1	0.3*	-54.9*	12.5	-54.3*	-70.3*
COC(=O)c1c2c(c3ccc4c5ccccc5ccc4n13)C(=O)c1ccccc1C2=O	107.9	100.3	74.5	91.5	133.8	100.0	91.7	103.6
COc1cc(/C=C2\COc3ccc(O)c(O)c3C2=O)cc(OC)c1	16.3	-89.7*	-95.6*	4.9*	111.6	-85.7*	·	-29.4*
N=C(N)SCC1CCCCC1	96.4	·	88.1	99.4	86.3	99.5	113.7	98.0
NCC1=C(c2ccccc2)Nc2ncc(-c3ccc(Cl)c(Cl)c3)n2C1O (configuration not stated)	98.0	104.4	81.4	89.7	100.4	102.1	102.3	94.8
COc1cccc(/C=N/NC(=O)C[N+](C)(C)C)c1OC	102.7	111.3	102.4	91.0	88.8	96.7	105.7	110.7
Further compounds follow:
SMILES	TK-10	SN12C	UO-31	CAKI-1	A498	ACHN	RXF 393	786-0
Cc1cc(C)c(C(=O)c2ccc([N+](=O)[O-])cc2)c(C)c1	127.7	86.5	86.7	105.9	83.9	107.9	93.1	103.8
O=C1N(Cc2ccccc2)c2ccccc2C12Nc1ccccc1-c1ccnn12 (configuration not stated)	116.5	97.8	78.4	87.9	·	99.9	105.2	98.1
CCN(CC)CCCOc1ncnc2ccc(Cl)cc12	101.7	104.5	90.1	111.2	125.5	109.5	104.0	104.3
S=C(NNC(=S)Nc1ccccc1)Nc1ccccc1	103.1	104.3	104.1	99.0	95.0	106.4	108.8	101.0
CCOc1c(Cl)cc(CNCC(O)c2ccccc2)cc1OC (configuration not stated)	93.7	92.1	90.1	103.3	90.6	103.2	104.4	99.3
CCC1CCc2nc3sc(C(=O)Nc4cccc(F)c4)c(N)c3cc2C1 (configuration not stated)	77.0	94.4	67.2	57.9	50.5	67.9	65.8	83.1
O=C(CSc1nc2ccccc2[nH]1)c1ccccc1	135.6	99.1	110.9	90.3	101.9	105.4	115.5	100.3
CC(=O)Nc1ccc([N+](=O)[O-])cc1Cl	94.9	112.2	95.5	87.0	99.8	99.3	102.5	·
Oc1cc(O)c(CN2CCOCC2)cc1CN1CCOCC1	106.5	96.6&102.3	88.6&86.6	100.3&99.3	92.4&111.9	97.6&108.3	97.3	103.5&102.2
COc1cc(OC)cc(-c2nn(CC(=O)N3CCOCC3)c3ncnc(N)c23)c1	106.9	99.3	85.9	89.8	97.3	106.4	110.2	99.1
S=c1cnc2ccccc2[nH]1	112.1	104.1	76.6	·	99.0	101.1	114.4	98.9
CCOC(=N)c1ccc(C(=N)OCC)cc1	96.6	98.4	95.1	99.0	90.6	102.1	111.5	86.8
COc1ccc(NC(=O)c2ccc3c(c2)NC(=O)[C@@H]2CCCN32)cc1	104.4	110.6	98.5	·	87.0	83.7	106.0	97.8
N#Cc1ccccc1-c1ccccc1C(=O)O	97.1	102.6	91.5	92.4	102.1	104.2	108.8	99.8
Cc1ccc2oc(C)[n+](CCC(=O)O)c2c1	111.2	100.5	82.1	103.9	101.1	99.9	105.7	104.7
Cc1ccc(/C=C/c2c(C(N)=O)c(C)nc3ccccc23)cc1	128.6	97.5	71.2	87.3	78.9	98.5	118.2	105.4
ClC(Cl)(Cl)c1nc2nccnc2[nH]1	119.2	98.0	80.4	87.2	107.0	103.1	111.1	103.1
O=c1[nH]c(Cc2nc3ccccc3s2)nc2cc(Br)ccc12	94.3	81.3	37.3	58.7	95.7	35.9	103.9	68.0
CN(C)N=Nc1cccc(Cl)c1	92.8	87.2	91.2	101.2	92.4	102.2	105.2	105.5
COc1cc(-c2nc3cc(C)ccn3c2N)ccc1O	·	98.9	100.7	88.2	68.4	103.8	98.0	92.0
C/C=C(\C)C(=O)N/N=C\c1cc(Cl)cc(Cl)c1O	111.8	94.4	84.2	97.2	131.4	102.3	112.9	95.9
O=C(CS(=O)(=O)c1ccccc1)CS(=O)(=O)c1ccccc1	127.4	101.9	77.1	92.4	107.0	89.9	114.0	114.4
COc1ccc(C2OC3=C(Nc4cc(C)c(C)cc4N3)C2=O)cc1 (configuration not stated)	130.4	101.2	59.5	86.9	97.5	103.7	98.2	107.5
CNC(=O)c1cn(C2CC2)c2cc(N3CCN(C(=O)c4cc(OC)c(OC)c(OC)c4)CC3)c(F)cc2c1=O	92.1	100.7	79.0	90.9	88.4	99.4	111.8	93.4
CC[C@H](C)[C@@H](C(=O)O)n1cc(CNC(=O)[C@H](CC(C)C)NC(=O)OCc2ccccc2)nn1	108.7	94.7	87.3	96.1	105.0	·	103.1	100.8

Compound profiles (already shown):
Results for O=C(COc1ccc(NC(=O)Nc2ccc(Cl)c(Cl)c2)cc1)N=Nc1c(O)[nH]c2ccc(Br)cc12 = TK-10: -0.9*; SN12C: -20.9*; UO-31: 51.1; CAKI-1: 0.3*; A498: -54.9*; ACHN: 12.5; RXF 393: -54.3*; 786-0: -70.3*
Results for CNC(=O)c1cn(C2CC2)c2cc(N3CCN(C(=O)c4cc(OC)c(OC)c(OC)c4)CC3)c(F)cc2c1=O = TK-10: 92.1; SN12C: 100.7; UO-31: 79.0; CAKI-1: 90.9; A498: 88.4; ACHN: 99.4; RXF 393: 111.8; 786-0: 93.4

Random excerpt: 3 records from the list
SMILES	TK-10	SN12C	UO-31	CAKI-1	A498	ACHN	RXF 393	786-0
COc1ccc(CNC(=O)C(=O)[C@H](Cc2ccccc2)NC(=O)c2[nH]c3ccccc3c(=O)c2C)cc1OC	92.5	92.8	92.6	98.7	69.8	102.6	105.8	100.3
C/C=C(\C)C(=O)N/N=C\c1cc(Cl)cc(Cl)c1O	111.8	94.4	84.2	97.2	131.4	102.3	112.9	95.9
COc1cccc(/C=N/NC(=O)C[N+](C)(C)C)c1OC	102.7	111.3	102.4	91.0	88.8	96.7	105.7	110.7

Screening results from PubChem.
